Screens deposited in PubChem BioAssay by several laboratories.
CHOP inhibitor: CHOP inhibition in unfolded protein response | CHO-K1 CHOP-promoter luciferase, tunicamycin-induced, 15-18 h | AID 2732 | inhibition, % at 10 µM | 220,000 tested, 3.8% active;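 active = compounds that reduced the stress-induced luciferase reporter signal by more than about 70% of percent inhibition, limit read from the data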;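 also: 0% = tunicamycin plus vehicle and 100% = wells without tunicamycin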
Ba/F3 V617F tox: reduce viability of Ba/F3 cells dependent on JAK2V617F; 220,000 tested, 1.1% active; inhibition, % at 5.6 µM; Ba/F3 EpoR-JAK2V617F viability, ATP luminescence; AID 1446;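 active = inhibition above the campaign mean plus 3 SD over all tested compounds, cut at about 24% in these data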;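 also: cytokine-independent growth of Ba/F3 cells driven by EpoR plus mutant JAK2; 0% = DMSO-treated cells and 100% = JAK inhibitor I control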
TRPN1 ag: zebrafish TRPN1 (NompC) channel agonism | HEK293 zebrafish TRPN1-YFP, Fluo-8 calcium fluorescence; 100% = response to 87 µM carbachol | 220,000 tested, 0.18% active | activation, % at 3 µM;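 active = activation above its plate's cutoff, the mean activation of test wells on that plate plus 3 SD, cut at about 19% in these data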;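 also: 0% = DMSO alone and 100% = 87 µM carbachol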
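Material: zebrafish TRPN1-YFP in HEK293 cells. Doses: one dose of 3 µM, 0.3% DMSO. Incubation: dye 1 h 37 °C plus 30 min RT. Measured by: intracellular calcium fluorescence with Fluo-8.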
PPC-1+TRAIL kill: PPC-1 cancer cell killing with TRAIL present | PPC-1 cells + TRAIL, ATPLite viability luminescence | cell killing (% activity), % at 4 µM | 220,000 tested, 0.41% active;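 active = cell killing above 50% in the first pass at 4 µM, then a duplicate retest at 5 µM averaging 50% or more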;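 also: plate controls were cells with TRAIL plus DMSO for no effect and medium-only wells lacking cells for full effect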
RBBP9 inh: blocks human serine hydrolase RBBP9; recombinant RBBP9, FP-Rh probe fluorescence polarization; inhibition, % at 7.94 µM; 220,000 tested, 0.2% active; AID 1515;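 active = inhibition above the campaign mean of all tested compounds plus 3 SD, cut at about 14% in these data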;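 also: plate controls were DMSO wells with RBBP9 for no effect and wells lacking RBBP9 protein for full effect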
Target sequence (O75884 whole entry, looked up): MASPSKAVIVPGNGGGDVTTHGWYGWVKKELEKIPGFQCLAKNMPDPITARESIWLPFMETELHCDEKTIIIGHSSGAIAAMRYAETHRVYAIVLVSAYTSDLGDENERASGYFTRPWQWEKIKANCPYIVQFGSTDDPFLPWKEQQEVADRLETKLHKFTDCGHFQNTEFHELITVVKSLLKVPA
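Test system: recombinant human RBBP9. Quantity: 2.5 µM RBBP9 dispensing solution, before mixing. Detection: FP readout at 525/598 nm. Reagent: Serine-hydrolase probe FP-Rh, 375 nM pre-mixing. Measure: % inhibition. Control set: DMSO-treated enzyme wells and wells lacking RBBP9. Buffer or medium: Tris-NaCl-Pluronic buffer, pH 8.0. Times: preincubation 30 min plus labeling 45 min at 25 °C.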
BaF3 parental: reduces parental Ba/F3 cell viability, JAK2V617F counter-screen; CellTiter-Glo ATP luminescence; inhibition, % at 5.6 µM; 220,000 tested, 1.1% active; AID 1486;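 active = inhibition above a per-campaign cutoff, the mean inhibition of all tested compounds plus 3 SD, cut at about 27% in these data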;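 also: 0% = DMSO wells and 100% = JAK Inhibitor I control wells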
TNF necrop inh: inhibitors of TNF-alpha induced necroptosis in Jurkat FADD-/- cells. Jurkat FADD-/- TNF necroptosis rescue, ATP luminescence, 24 h; 0 = TNF only, 100 = no-TNF cells. activation (protection from cell death), % at 10 µM. 220,000 tested, 0.068% active;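 active = activation, meaning protection from cell death, of at least 50% relative to plate controls; inactive = activation below 50%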;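 also: necroptosis triggered by 40 ng/mL TNF-alpha added together with compound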
Wee1 stabilizer: human Wee1 degradation inhibition, primary screen | P30291 | HeLa Luc-Wee1K328M stability, luciferase luminescence; 100% = proteasome inhibitor MG132 effect | reporter increase, % at 5 µM | 220,000 tested, 1.2% active;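 active = activation above the mean of all tested compounds plus 3 SD, set per screening run, cut at about 8.8% in these data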;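 also: cells exposed to compound for 20 h before luminescence read; 0% = DMSO alone and 100% = MG132 at 30 µM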
TRPML3 ag: human mucolipin-3 channel agonism. activation, % at 3 µM. Q8TDD5. 220,000 tested, 0.29% active. HEK293 TRPML3-YFP, Fluo-8 calcium fluorescence; 100% = the carbachol control signal. AID 1448;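 active = activation above its plate's cutoff, the mean activation of the plate's test wells plus 3 SD, cut at about 12% in these data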;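 also: 0% = DMSO only wells and 100% = carbachol wells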
Target sequence (Q8TDD5 whole entry, looked up): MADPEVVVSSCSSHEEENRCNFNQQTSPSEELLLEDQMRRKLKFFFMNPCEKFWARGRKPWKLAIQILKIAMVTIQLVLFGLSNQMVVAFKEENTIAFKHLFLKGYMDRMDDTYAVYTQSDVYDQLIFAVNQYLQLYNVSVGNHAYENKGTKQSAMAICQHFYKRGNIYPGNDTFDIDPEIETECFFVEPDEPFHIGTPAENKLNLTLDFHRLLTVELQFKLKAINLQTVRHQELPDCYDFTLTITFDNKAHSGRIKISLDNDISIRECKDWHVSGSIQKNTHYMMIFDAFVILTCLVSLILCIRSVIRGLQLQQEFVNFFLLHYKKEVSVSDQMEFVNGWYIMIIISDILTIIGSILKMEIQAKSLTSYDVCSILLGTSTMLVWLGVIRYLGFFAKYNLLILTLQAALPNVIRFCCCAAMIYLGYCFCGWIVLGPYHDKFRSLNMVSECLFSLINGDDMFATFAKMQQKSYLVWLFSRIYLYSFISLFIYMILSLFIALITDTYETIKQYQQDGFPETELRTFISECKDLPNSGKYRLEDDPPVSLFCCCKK
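Test system: HEK293 cells stably carrying human TRPML3-YFP; Doses: single dose, 3 µM final nominal compound, 0.3% DMSO final; Schedule: dye loading 1 h 37 °C then 30 min ambient, 125 s read; Technique: Fluo-8 calcium fluorescence; Benchmarks: high control carbachol 87 µM, low control DMSO.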
Starred values were filed as active, the others as inactive.

`CCOC(=O)c1nnn(CC(=O)Nc2ccccc2OC)c1C(=O)OCC` gave CHOP inhibitor -20, Ba/F3 V617F tox 1, TRPN1 ag 0.3, PPC-1+TRAIL kill -15, RBBP9 inh -1, BaF3 parental 9, TNF necrop inh 0.4, Wee1 stabilizer -2 and TRPML3 ag 0.7.
Cc1ccc(C(=O)N2CCN(C(=O)c3ccc(C)c(C)c3)C(C)C2)cc1C (configuration not stated) was read as Ba/F3 V617F tox -4, TRPN1 ag -0.7, RBBP9 inh 1, BaF3 parental 0, TNF necrop inh -1.7, Wee1 stabilizer 2 and TRPML3 ag 0.2.
Screening Cc1cc(Cl)ccc1NC(=O)C1CCN(S(C)(=O)=O)CC1 returned CHOP inhibitor 8, Ba/F3 V617F tox 3, TRPN1 ag 1.4, PPC-1+TRAIL kill 23, RBBP9 inh 1, BaF3 parental 3, TNF necrop inh -0.3, Wee1 stabilizer 3 and TRPML3 ag 0.7.
Screening Cc1ccc(OCC(=O)N/N=C/c2ccc([N+](=O)[O-])o2)cc1 returned CHOP inhibitor 45, Ba/F3 V617F tox 2, TRPN1 ag 1.0, PPC-1+TRAIL kill -7, RBBP9 inh -6, BaF3 parental 3, TNF necrop inh -21, Wee1 stabilizer 2 and TRPML3 ag 0.7.
`CCOc1ccc(CC(=O)NCC2(N3CCCCC3)CCCCC2)cc1` gave CHOP inhibitor -1, Ba/F3 V617F tox -1, TRPN1 ag 0.5, PPC-1+TRAIL kill -4, RBBP9 inh -9, BaF3 parental -1, TNF necrop inh 1.6, Wee1 stabilizer -4 and TRPML3 ag 0.8.
Cc1ccc(NS(=O)(=O)c2cc(-c3n[nH]c(=O)c4ccccc34)ccc2C)cc1 was read as CHOP inhibitor 40, Ba/F3 V617F tox 5, TRPN1 ag -1.4, PPC-1+TRAIL kill -1, RBBP9 inh -8, BaF3 parental 8, TNF necrop inh -15, Wee1 stabilizer 1 and TRPML3 ag 4.0.
O=C(CN1C(=O)C2CC=CCC2C1=O)NC1CCCCC1 (configuration not stated) was read as CHOP inhibitor 0, Ba/F3 V617F tox -5, TRPN1 ag 1.1, PPC-1+TRAIL kill 12, RBBP9 inh -3, BaF3 parental 2, TNF necrop inh 0.4, Wee1 stabilizer -3 and TRPML3 ag 0.8.
For Cc1ccccc1Cn1c(C)cc(C)c(C#N)c1=O the results were CHOP inhibitor 0, Ba/F3 V617F tox 2, TRPN1 ag 0.5, PPC-1+TRAIL kill 18, RBBP9 inh -10, BaF3 parental 7, TNF necrop inh 1.6, Wee1 stabilizer 2 and TRPML3 ag 0.1.
O=S(=O)(Nc1nc2ccccc2s1)c1ccc(Br)s1 was read as CHOP inhibitor 16, Ba/F3 V617F tox -1, TRPN1 ag 0.8, PPC-1+TRAIL kill 2, RBBP9 inh 0, BaF3 parental 3, TNF necrop inh 0.9, Wee1 stabilizer -2 and TRPML3 ag 0.5.
For Cc1sc2nc(CN3CCOCC3)nc(NS(=O)(=O)c3ccc4c(c3)OCCO4)c2c1C the results were CHOP inhibitor 2, Ba/F3 V617F tox -7, TRPN1 ag -1.5, PPC-1+TRAIL kill 7, RBBP9 inh -10, BaF3 parental 1, TNF necrop inh -3.4, Wee1 stabilizer -2 and TRPML3 ag 0.7.
For CCc1nnc(NC(=O)CSc2nnc(CNC(=O)c3ccc(OC)c(OC)c3)o2)s1 the results were CHOP inhibitor -11, Ba/F3 V617F tox 7, TRPN1 ag 0.3, PPC-1+TRAIL kill -4, RBBP9 inh -2, BaF3 parental 14, TNF necrop inh -0.2, Wee1 stabilizer -3 and TRPML3 ag 0.9.
Screening CC(C)Oc1ccc(C(=O)/C(=C\c2cccs2)c2nc3ccccc3o2)cc1 returned CHOP inhibitor 17, Ba/F3 V617F tox 2, TRPN1 ag -0.3, PPC-1+TRAIL kill 18, RBBP9 inh -6, BaF3 parental 3, TNF necrop inh -0.3, Wee1 stabilizer 2 and TRPML3 ag 0.5.
`Cc1ccc2nc(-c3ccc(NC(=O)CN4C(=O)NC(C)(c5ccc(OC(F)F)cc5)C4=O)cc3)sc2c1` (configuration not stated) gave CHOP inhibitor 76*, Ba/F3 V617F tox -3, TRPN1 ag 1.1, PPC-1+TRAIL kill 25, RBBP9 inh -5, BaF3 parental 2, TNF necrop inh 1.9, Wee1 stabilizer 2 and TRPML3 ag 1.8.
Cc1ccc(C)c(NS(=O)(=O)c2cc(C(=O)Nc3cccc(N(C)S(C)(=O)=O)c3)ccc2C)c1 was read as CHOP inhibitor 14, Ba/F3 V617F tox 3, TRPN1 ag 3.9, PPC-1+TRAIL kill 10, RBBP9 inh 0, BaF3 parental 3, TNF necrop inh -8.8, Wee1 stabilizer 1 and TRPML3 ag -0.2.
`Cc1cc(C)nc(SCC(=O)N/N=C/c2cccs2)n1` gave CHOP inhibitor 21, Ba/F3 V617F tox 1, TRPN1 ag 0.5, PPC-1+TRAIL kill 27, RBBP9 inh -4, BaF3 parental 8, TNF necrop inh 1.3, Wee1 stabilizer -2 and TRPML3 ag 0.6.
Cc1cc(-c2nnc3n2N=C(c2ccccc2)CS3)n[nH]1 was read as CHOP inhibitor 3, Ba/F3 V617F tox 5, TRPN1 ag 0.9, PPC-1+TRAIL kill 13, RBBP9 inh 0, BaF3 parental -2, TNF necrop inh -3.7, Wee1 stabilizer 2 and TRPML3 ag -0.6.
`CCCc1nc(NCCO)c(C#N)c2c1CCCC2` gave CHOP inhibitor 31, Ba/F3 V617F tox -4, TRPN1 ag -1.1, PPC-1+TRAIL kill 6, RBBP9 inh -12, BaF3 parental 2, TNF necrop inh -0.8, Wee1 stabilizer -3 and TRPML3 ag -0.2.
Screening Cn1cnnc1Sc1ccc(S(C)(=O)=O)cc1[N+](=O)[O-] returned CHOP inhibitor 4, Ba/F3 V617F tox -3, TRPN1 ag 1.7, PPC-1+TRAIL kill 4, RBBP9 inh -6, BaF3 parental 7, TNF necrop inh -4.2, Wee1 stabilizer -1 and TRPML3 ag 1.2.
Screening O=C(CSc1nnnn1C1CCCCC1)N1CCOCC1 returned CHOP inhibitor 9, Ba/F3 V617F tox -2, TRPN1 ag 1.4, PPC-1+TRAIL kill 22, RBBP9 inh -1, BaF3 parental 7, TNF necrop inh -0.1, Wee1 stabilizer 1 and TRPML3 ag 1.1.
c1ccc(Cn2nnc3c(N4CCCC4)ncnc32)cc1 was read as CHOP inhibitor -18, Ba/F3 V617F tox -3, TRPN1 ag 1.6, PPC-1+TRAIL kill 15, RBBP9 inh -3, BaF3 parental 2, TNF necrop inh 0.2, Wee1 stabilizer 0 and TRPML3 ag -1.1.
For CCn1c(=O)cc(SCC(=O)Nc2cccc(C)n2)c2ccccc21 the results were CHOP inhibitor 28, Ba/F3 V617F tox 0, TRPN1 ag 0.2, PPC-1+TRAIL kill -14, RBBP9 inh 2, BaF3 parental 2, TNF necrop inh -2.2, Wee1 stabilizer -3 and TRPML3 ag 0.2.
For CCOC(=O)C(C)Oc1c(C(=O)OC)sc2ncccc12 (configuration not stated) the results were CHOP inhibitor 15, Ba/F3 V617F tox -2, TRPN1 ag 0.8, PPC-1+TRAIL kill 28, RBBP9 inh -8, BaF3 parental 8, TNF necrop inh -0.6, Wee1 stabilizer 1 and TRPML3 ag 0.6.
For CC(=O)N1c2ccc3ccccc3c2C2C=CCC2C1c1ccc(Br)cc1 (configuration not stated) the results were CHOP inhibitor 57, Ba/F3 V617F tox -2, TRPN1 ag 1.1, PPC-1+TRAIL kill -6, RBBP9 inh -7, BaF3 parental 1, TNF necrop inh 2.3, Wee1 stabilizer 4 and TRPML3 ag 0.8.
CCCCC[C@H](O)/C=C/[C@H]1C=CC(=O)[C@@H]1C/C=C\CCCC(=O)O was read as CHOP inhibitor 2, Ba/F3 V617F tox -2, TRPN1 ag 1.3, PPC-1+TRAIL kill 21, RBBP9 inh -2, BaF3 parental 2, TNF necrop inh -11, Wee1 stabilizer -3 and TRPML3 ag 0.6.
`COc1ccccc1C(=O)NCC(=O)OCC(=O)Nc1cccc(S(=O)(=O)N(C)C)c1` gave CHOP inhibitor 9, Ba/F3 V617F tox -1, TRPN1 ag 0.4, PPC-1+TRAIL kill 10, RBBP9 inh -1, BaF3 parental -1, TNF necrop inh -0.9, Wee1 stabilizer 2 and TRPML3 ag 1.4.
O=C(Nc1cccc(Cl)c1)N1CCC(CO)(CCOc2ccccc2)CC1 was read as CHOP inhibitor 9, Ba/F3 V617F tox 2, TRPN1 ag 0.7, PPC-1+TRAIL kill 22, RBBP9 inh -3, BaF3 parental 4, TNF necrop inh 1.6, Wee1 stabilizer -2 and TRPML3 ag 0.7.
`CS(=O)(=O)c1ccc(-c2cn3cc(C(=O)O)ccc3n2)cc1` gave CHOP inhibitor 23, Ba/F3 V617F tox 1, TRPN1 ag 0.0, PPC-1+TRAIL kill 24, RBBP9 inh -7, BaF3 parental 9, TNF necrop inh -1.5, Wee1 stabilizer 7 and TRPML3 ag 1.2.
O=C(N/N=C/C=C/c1ccccc1)c1cccnc1 was read as CHOP inhibitor -8, Ba/F3 V617F tox -1, TRPN1 ag 1.2, PPC-1+TRAIL kill 0, RBBP9 inh -10, BaF3 parental -2, TNF necrop inh 2.4, Wee1 stabilizer 1 and TRPML3 ag 0.5.
For CC1=C(C(=O)OC(C)C)C(c2cccs2)NC(=S)N1 (configuration not stated) the results were CHOP inhibitor 13, Ba/F3 V617F tox 0, TRPN1 ag -0.9, PPC-1+TRAIL kill 12, RBBP9 inh -5, BaF3 parental 5, TNF necrop inh 1.8, Wee1 stabilizer -2 and TRPML3 ag -0.1.
For Cc1nc(NC(=O)c2ccccc2)sc1Cc1ccc2c(c1)OCO2 the results were CHOP inhibitor 15, Ba/F3 V617F tox 3, TRPN1 ag 0.2, PPC-1+TRAIL kill 18, RBBP9 inh -10, BaF3 parental 8, TNF necrop inh -7.4, Wee1 stabilizer 0 and TRPML3 ag 0.3.
Screening Cn1cnc2cc(NC(=O)c3ccco3)ccc21 returned CHOP inhibitor 21, Ba/F3 V617F tox -3, TRPN1 ag -0.7, PPC-1+TRAIL kill 36, RBBP9 inh -3, BaF3 parental 4, TNF necrop inh -0.6, Wee1 stabilizer 4 and TRPML3 ag 1.0.
